Screening data as filed in PubChem BioAssay.
GlmU inhibition – inhibition of mycobacterial GlmU enzyme – biochemical, glucosamine-1-phosphate acetyltransferase (AID 1376) | M. tuberculosis GlmU acetyltransferase enzyme assay; higher % means a stronger effect | inhibition, %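 (tested at 30 µM in the primary screen)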; hits with a dose series show IC50 in µM | hit rate 0.25% among 220,000; in the data active means inhibition above about 13%; inconclusive means no clear call, values can overlap the other calls;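 further: 0% = complete reaction with vehicle and 100% = reaction without substrate; strong numbers were not always called active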
Mtb RmlCD inh – blocks M. tuberculosis RmlC and RmlD coupled enzymes; P9WH09+P9WH11; RmlC+RmlD coupled enzyme assay, percent inhibition; primary screen in compound mixtures; inhibition, % at 3.6 µM; hit rate 0.03% among 160,000; AID 1533; in the data active means inhibition mostly above about 34%, no sharp cut-off; inconclusive means no clear call, values can overlap the other calls; inactive means mostly below about 22%; further: some results filed as inactive read as strong as hits
Target sequence (P9WH09 whole entry, looked up): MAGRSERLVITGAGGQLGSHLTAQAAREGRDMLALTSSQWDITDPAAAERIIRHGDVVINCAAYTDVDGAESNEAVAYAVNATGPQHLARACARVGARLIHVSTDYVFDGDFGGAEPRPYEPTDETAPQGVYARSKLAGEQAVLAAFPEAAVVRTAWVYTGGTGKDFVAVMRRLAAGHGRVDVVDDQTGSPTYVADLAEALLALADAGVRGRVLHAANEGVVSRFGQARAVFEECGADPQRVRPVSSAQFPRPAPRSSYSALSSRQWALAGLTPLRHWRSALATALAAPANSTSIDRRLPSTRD
Target sequence (P9WH11 whole entry, looked up): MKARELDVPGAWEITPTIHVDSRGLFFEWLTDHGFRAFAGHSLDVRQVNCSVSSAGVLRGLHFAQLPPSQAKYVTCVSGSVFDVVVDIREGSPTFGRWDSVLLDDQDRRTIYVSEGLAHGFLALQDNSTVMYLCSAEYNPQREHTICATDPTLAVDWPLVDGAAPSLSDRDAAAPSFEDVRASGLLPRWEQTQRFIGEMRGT
* marks the source's active call; other numbers are inactive results; u = inconclusive; x = not tested or not shown. An excerpt (hit frequency here may not be typical).

Values run as follows: GlmU inhibition | Mtb RmlCD inh
> C#CCNC(=O)C1=C[C@@H](C(C)(C)C)C[C@@H](OCc2ccc(CO)cc2)O1
  3.8% | x
> CSc1cccc(NC(=O)OC2CCCCCCCCCCC2)c1
  0.8% | -10
> O=C(Nc1ccc(N2CCCCC2)cc1)c1ccccc1
  -6.8% | -1
> Cc1cc(C)c(C#N)c(SC(C(=O)NC(C)(C)C)c2ccccc2)n1 (stereo not given)
  2.2% | -10
> CCCC(=O)Nc1nc(C)c(-c2csc(Nc3ccccc3C)n2)s1
  -0.4% | x
> N#Cc1ccc(-c2ccc(F)cc2)nc1Sc1ccc(F)cc1
  -0.4% | 2
> COC(=O)COc1cccc2c(=O)n(CC(=O)NCCc3ccccc3)ccc12
  1.6% | x
> O=C(NC(Cc1c[nH]c2ccccc12)C(=O)N1CCOCC1)c1cccs1 (stereo not given)
  -0.9% | -10
> CC(C)N1CCC(NC(=O)Nc2ccccc2)CC1
  -3.6% | 0
> Cc1nnc(N(C)C(=O)c2ccncc2)s1
  2.9% | -12
> COc1ccc(CN2C(=O)c3ccccc3C2=O)cc1C(=O)Nc1ccc(C)cc1C
  -3.7% | x
> CC(C)(Oc1ccc(Br)cc1)C(=O)N1CCc2ccccc21
  -5.5% | x
> O=C(c1ccc(COCC(F)(F)F)o1)N1CCCC1
  -1.4% | 5
> CCCC(c1nnnn1C1CCCCC1)N1CCN(C2CCCC2)CC1 (stereo not given)
  -12% | 7
> CCc1sc(C(=O)NCc2ccccc2)cc1C
  -1.0% | 11

Retrieved by structure from the entries so far:
Values run as follows: GlmU inhibition | Mtb RmlCD inh
> CC(C)(Oc1ccc(Br)cc1)C(=O)N1CCc2ccccc21
  -5.5% | x
> COc1ccc(CN2C(=O)c3ccccc3C2=O)cc1C(=O)Nc1ccc(C)cc1C
  -3.7% | x
> CCc1sc(C(=O)NCc2ccccc2)cc1C
  -1.0% | 11
> Cc1cc(C)c(C#N)c(SC(C(=O)NC(C)(C)C)c2ccccc2)n1 (stereo not given)
  2.2% | -10
> O=C(c1ccc(COCC(F)(F)F)o1)N1CCCC1
  -1.4% | 5
> CC(C)N1CCC(NC(=O)Nc2ccccc2)CC1
  -3.6% | 0

Next part:
Values run as follows: GlmU inhibition | Mtb RmlCD inh
> NC(=O)c1cc(Cl)cn(-c2ccccc2)c1=O
  4.6% | x
> CC(NC(=O)/C(C#N)=C/c1ccco1)c1ccccc1 (stereo not given)
  -3.7% | 5
> O=C(Nc1cccnc1)c1cc(-c2cccnc2)nc2ccc(Br)cc12
  -0.4% | x
> CCN1CCCC1CNCc1cccc(OC)c1OCc1ccc(F)cc1 (stereo not given)
  -4.4% | 5
> Cc1ccc(C)c(S(=O)(=O)Nc2ccc(S(=O)(=O)Nc3onc(C)c3C)cc2)c1
  2.6% | -5
> O=S(=O)(c1ccccc1)N1CCN=C1SCc1ccccc1Cl
  -7.3% | -9
> Cc1cccc(-c2nc(CSCC(=O)N3CCN(c4ccccn4)CC3)c(C)o2)c1
  7.3% | -3
> COCCNC(=O)C(=O)NNC(=O)COc1ccc(OC)cc1
  2.0% | 11
> O=c1c(Oc2ccccc2)coc2cc(O)cc(O)c12
  2.0% | x
> O=C(CSc1nc(-c2cccs2)cc(C(F)(F)F)n1)NCc1ccco1
  -0.5% | 5
> Cc1nc(CSc2nnc(Nc3cccc(C)c3C)s2)cs1
  -4.0% | -8
> COc1cccc(/C=C/C(=C2/C(=O)N(c3ccccc3)N=C2C)c2ccc(C)cc2)c1OC
  0.8% | -4
> Cc1ccccc1C(=O)Oc1ccc(Br)cc1C(=S)N1CCCC1
  3.3% | -10
> O=C(NC1CCCCCC1)c1ccc(N2CCCC2=O)cc1
  -2.0% | -1
> COc1ccc(NC(=O)c2oc3ccc(S(=O)(=O)N4CCOCC4)cc3c2C)cc1
  -10.0% | x
> CCCc1ccc(OCc2nc(-c3ccc(NC(=O)c4cccs4)cc3)no2)cc1
  -1.6% | -13
> CC(C)CC(=O)Nc1ccc(C(=O)NNC(=O)C(c2ccccc2)c2ccccc2)cc1
  -3.6% | x
> COc1cc([N+](=O)[O-])cc(/C=N/NC(=O)c2cc(C)nc3ccccc23)c1O
  2.9% | x
> CCOC(=O)C1CCCN(C(=O)C2CC(=O)N(c3ccc(C)cc3)C2)C1 (stereo not given)
  1.4% | -5
> CCN(CC)C(=O)CSc1nnc(NC(=O)CCc2ccccc2)s1
  7.0% | -16
> CSc1ccc(/C=N\NC(=O)COc2ccc(Cl)cc2Br)cc1
  -1.8% | 10
> Cc1ccc(NC(=O)CSc2nnc(-c3ccccn3)n2N)c(Br)c1
  3.0% | -13
> Cc1cc(Oc2ccccc2F)nc(NCc2ccccc2)n1
  x | -4
> Cc1ccc(C(=O)NCC(=O)Nc2ccccc2C(F)(F)F)cc1
  -0.4% | -5
> CCc1ccc(NC(=O)CSc2nnc(-c3cccs3)n2CC)cc1
  -5.2% | x
> Cc1ccccc1-n1c(C)nnc1SCC(=O)N1CCc2ccccc2C1
  -0.7% | 3
> CCOc1ccc(NC(=O)c2ccc(N)cc2)cc1
  -3.0% | 8
> CCCN1C(=O)/C(=C/c2c(N3CCNC(=O)C3CC(=O)OCC)nc3c(C)cccn3c2=O)SC1=S (stereo not given)
  -1.6% | -10
> Cc1cn(C2C=CC(CO)O2)c(=O)[nH]c1=O (stereo not given)
  0.7% | x
> Cc1ccc(NC(=O)c2ccc(CSc3nnc(C)s3)cc2)c(C)c1
  0.6% | x
> COc1ccc(NC(=O)Nc2ccccc2OC)cc1
  0.6% | x
> N#Cc1ccccc1-n1c(N)c(C(=O)N2CCCC2)sc1=S
  x | -6
> CCN1C(=O)C(O)(C2COC(C)(C)CC2=O)c2cc(Br)ccc21 (stereo not given)
  -3.2% | 0
> Cc1[nH]nc(SCC(=O)NC2CCCC2)c1[N+](=O)[O-]
  1.1% | 9
> COc1ccc([C@@H]2C[C@@H](c3ccccc3)Oc3c(C)ccc(C(C)C)c32)cc1
  5.8% | x
> NC(=O)CSc1nccn1Cc1ccc2c(c1)OCO2
  -2.4% | -15
> CCn1c(/C=C/N(C(C)=O)c2ccccc2)[n+](CC)c2ccc(Cl)cc21
  -1.7% | x
> COc1ccc(OC)c2sc(NC(=O)C3=COCCO3)nc12
  5.9% | 20
> COc1ccc(-c2cc(C(=O)Nc3ccccc3N3CCOCC3)c3ccccc3n2)cc1OC
  -5.8% | -4
> CC1(C)CC(=O)c2c(nc3ccccc3c2N)C1
  0.3% | 1
> CC(NC(=O)c1ccc(F)cc1)c1ccc2c(c1)CCCC2 (stereo not given)
  -1.1% | 13
> O=C(NCC(c1cccs1)N1CCOCC1)c1ccccc1NS(=O)(=O)c1cc([N+](=O)[O-])ccc1Cl (stereo not given)
  -1.6% | 1
> O=C(CN1C(=O)C2CCCCC2C1=O)OCn1nnc2ccccc2c1=O (stereo not given)
  -2.6% | x
> Cc1ccc(-c2nnc(Nc3ccc(C(N)=O)cc3)c3ccccc23)cc1S(=O)(=O)NCC1CCCO1 (stereo not given)
  -1.8% | -5
> Cc1nonc1NC(=O)Nc1cccnc1
  2.4% | -9
> CC(C)(C)c1ccccc1NC(=O)c1ccc2c(c1)SC1=NS(=O)(=O)CCN12
  2.3% | -5
> COc1ccc(C(=O)C2CCCN(Cc3cn[nH]c3-c3ccccc3)C2)cc1OC (stereo not given)
  1.6% | 17
> Nc1nonc1C(=O)N1CCCCC1
  1.0% | 2
> CCC1=C2CC[C@H]3C(=O)N(c4ccccc4)C(=O)[C@H]3[C@H]2[C@@]2(C)C(=NCc3ccccc3)OC(=O)N2C1=O
  -3.6% | x
> O=C(CN1CCN(c2ncccn2)CC1)NCc1ccccc1
  1.5% | 37
> Cc1ccccc1CSCCNC(=O)COc1ccc(Cl)cc1
  -2.0% | -7
> COC(=O)c1ccc(NC(=S)N2CCC(C(N)=O)CC2)cc1
  2.6% | -7
> COc1cccc(Cn2nnc(C(=O)Nc3cc(C)ccc3OC)c2N)c1
  0.9% | -10
> Cc1ccc(SCCNC(=O)c2ccccc2)cc1
  0.0% | 7
> CNC(=S)NNC(=O)c1sccc1OCc1ccc(C)cc1
  0.5% | 5
> Cn1nc(Oc2ncc(C(F)(F)F)cc2Cl)cc1C(F)(F)F
  -5.4% | 4
> Cc1nc2ccc(S(=O)(=O)Nc3ccccc3C)cc2s1
  5.2% | x
> COCCCNS(=O)(=O)c1ccc2c(c1)OCCO2
  3.2% | 10
> CCOC(=O)c1c(O)c(Cl)c(C)[nH]c1=O
  -1.0% | -6
> COc1cccc(C2CC(C(F)(F)F)n3ncc(C(=O)O)c3N2)c1 (stereo not given)
  0.9% | x

Other entries.
Values run as follows: GlmU inhibition | Mtb RmlCD inh
> C/C(=N/NC(=O)c1ccoc1C)c1ccc(N2CCOCC2)cc1
  1.8% | -12
> COc1ccc(NC(=O)CSc2nnc(-c3ccccn3)n2Cc2ccco2)cc1OC
  -0.2% | x
> CC(=O)Nc1ccc(C2(O)COc3ccccc3O2)cc1 (stereo not given)
  1.9% | x
> CCOC(=O)c1c(NC(=O)Cn2nc(C(=O)O)c3ccccc3c2=O)sc(CC)c1C
  -2.3% | -19
> O=C(Nc1cccnc1)c1cn(-c2ccccc2)nc1-c1cccs1
  9.2% | -3
> CCCOc1ccc(N2C(=O)CC(SCCc3nc4ccccc4[nH]3)C2=O)cc1 (stereo not given)
  3.3% | -14
> Cc1ccc(CNC(=O)CSc2nc3ccccc3c3nc(C)nn23)cc1
  0.1% | x
> O=C(c1cc(Cl)ccc1Cl)N1CCN(c2ccccn2)CC1
  4.7% | x
> CCOC(=O)C(C)(C)N(Cc1ccc(Cl)cc1)S(=O)(=O)c1ccc(Cl)c([N+](=O)[O-])c1
  1.7% | x
> COc1cc2oc3ccc(C#Cc4ccc(N)cc4)cc3c(=O)c2cc1OC
  1.4% | x
> CC(C)N(CCNC(=O)C1CCN(S(=O)(=O)N2CCOCC2)CC1)Cc1ccccc1
  x | 12
> Fc1ccccc1COc1ccccc1CNCc1ccncc1
  -2.5% | 25
> Cc1c(C(=O)N2CCN(c3ccccc3)CC2)sc2ncnc(N3CCC(C)CC3)c12
  x | 7
> O=C(Nc1ccccc1N1CCOCC1)c1ccc(Cl)nc1
  -1.3% | 6
> O=C(NCCCn1ccnc1)C(=O)NCC(c1ccco1)N1CCN(c2ccc(F)cc2)CC1 (stereo not given)
  0.6% | -4
> CS(=O)(=O)Nc1ccc(-c2n[nH]c(=S)n2-c2ccccc2)cc1
  3.9% | x
> Cc1cccc(NC(=S)NNC(=O)c2nn(C)cc2Cl)c1
  0.3% | -11
> COc1ccc(NC(=O)c2ccc(COc3ccccc3)o2)cc1
  3.0% | -7
> CS(=O)(=O)Nc1cccc(C2=NN(S(C)(=O)=O)C(c3ccccc3)C2)c1 (stereo not given)
  -2.7% | 8
> CC(C)C1Nc2ccc(C(=O)O)cc2C2C=CCC21 (stereo not given)
  5.8% | -7
> O=C(Nc1sc2c(c1C(=O)O)CCC2)c1cccs1
  u | 3
> O=c1oc2ccccc2c2c1ncn2-c1ccccc1
  -1.8% | 10
> COc1ccccc1OCCOc1ccc(C(=O)c2ccccc2)cc1
  -1.1% | x
> CC12CCC(=O)N1C(C(=O)OCC(=O)Nc1cc(S(=O)(=O)N3CCCCC3)ccc1Cl)CS2 (stereo not given)
  4.8% | x
> Cc1ccc(S(=O)(=O)NC(C)C(=O)Nc2ccc(C(N)=O)cc2)cc1 (stereo not given)
  -0.7% | 6
> COc1cc2c(cc1NC(=O)COC(=O)[C@@H](NS(=O)(=O)c1cccc(Cl)c1)C(C)C)oc1ccccc12
  -6.2% | -14
> Cc1ccccc1-n1c(C)cc(/C=C2/C(=N)N3C(c4ccccc4)=CSC3=NC2=O)c1C
  -1.9% | -4
> CC(=O)Nc1nc2ccc(NC(=O)c3ccco3)cc2s1
  1.8% | x
> Oc1c(C(c2ccccc2)N2CCCCC2)sc2ncnn12 (stereo not given)
  -1.6% | 5
> COCCNC(=O)/C(C#N)=C/c1ccc(-c2ccc(OC)cc2[N+](=O)[O-])o1
  0.0% | x

Look-ups from the entries so far:
Result of CC(=O)Nc1nc2ccc(NC(=O)c3ccco3)cc2s1 under GlmU inhibition: 1.8%
Result of CC(C)C1Nc2ccc(C(=O)O)cc2C2C=CCC21 (stereo not given) under GlmU inhibition: 5.8%
Result of Cc1ccccc1-n1c(C)cc(/C=C2/C(=N)N3C(c4ccccc4)=CSC3=NC2=O)c1C under Mtb RmlCD inh: -4
Result of Oc1c(C(c2ccccc2)N2CCCCC2)sc2ncnn12 (stereo not given) under GlmU inhibition: -1.6%
Result of COc1ccc(NC(=O)c2ccc(COc3ccccc3)o2)cc1 under GlmU inhibition: 3.0%
Result of CS(=O)(=O)Nc1cccc(C2=NN(S(C)(=O)=O)C(c3ccccc3)C2)c1 (stereo not given) under GlmU inhibition: -2.7%
Result of O=C(Nc1sc2c(c1C(=O)O)CCC2)c1cccs1 under Mtb RmlCD inh: 3

(continued)
Values run as follows: GlmU inhibition | Mtb RmlCD inh
> COc1cc(OC)c(C2=NOC(C(=O)NCc3cccs3)C2)cc1Cl (stereo not given)
  1.5% | -13
> CCCCCOC(=O)Nc1ccc(S(=O)(=O)Nn2cnnc2)cc1
  0.3% | 2
> CN(C)S(=O)(=O)c1cccc(C(=O)OCC(=O)NC2CCCc3ccccc32)c1 (stereo not given)
  -4.6% | -2
> Cc1ccc(-c2nnn(CC(=O)N(CCN3CCOCC3)C(C(=O)NC3CCCC3)c3ccncc3)n2)o1 (stereo not given)
  -2.8% | -7
> COc1ccc(CN(C(=O)CN2C(=O)COc3ccccc32)C2CCCC2)c(OC)c1
  -0.9% | x
> Cc1c(C)[n+](=O)c(-c2ccc(F)cc2)c(C)n1[O-]
  0.5% | x
> CC(Sc1c[nH]c2ccccc12)C(=O)O (stereo not given)
  4.0% | -1
> O=C1C2ON(c3ccccc3)C(c3cccnc3)C2C(=O)N1c1ccc(Cl)c(Cl)c1 (stereo not given)
  5.4% | x
> COc1ccccc1NC(=O)Cn1nnc(-c2ccccc2NC(=O)c2cccs2)n1
  0.0% | 99
